M17LAP inhibition: P. falciparum M17LAP inhibitors, primary screen, biochemical, fluorogenic H-Leu-NHMec substrate, 1536-well (AID 1619); hit rate 0.38% among 220,000; recombinant M17LAP, H-Leu-NHMec fluorogenic kinetic assay; higher % means a stronger effect; inhibition, % at 30 µM, or IC50 in µM where a hit was titrated;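 active = compound inhibiting the enzyme by more than half at any dose during confirmatory dose-response retesting; inconclusive = strong single-dose inhibitors picked by rank but not retested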;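 also: plate controls were full reaction with DMSO carrier for no effect and no enzyme background for full effect; strong numbers were not always called active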
P. falciparum M1AAP: P. falciparum M1AAP inhibitors, biochemical, fluorogenic H-Leu-NHMec substrate, 1536-well (AID 1445); recombinant M1AAP, H-Leu-NHMec fluorogenic kinetic assay; higher % means a stronger effect; one-dose inhibition, % at 30 µM; IC50 in µM for titrated hits; hit rate 0.42% among 220,000;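 active = primary inhibition above the hit cutoff, then over 50% inhibition at one or more dose response concentrations, cut at about 23% in these data, passing the limit was not always enough; inconclusive = conflicting primary data, or primary hits not chosen for dose response; inactive = low primary inhibition, or under 50% at every dose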;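 also: plate controls were DMSO full reaction for no effect and no enzyme background for full effect; strong numbers were not always called active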
MT stabilize HCS: stabilizes microtubules in HeLa cells; HeLa tubulin immunostaining HCS, 24 h; share of cells brighter than vehicle mean+2SD; % tubulin-high responders, % at 10 µM; hit rate 0.83% among 200,000; AID 2205;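 active = plate Z-score above 3 for both tubulin-high and condensed-nucleus cell shares, with cell loss under 80%, at 10 µM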;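 also: anti alpha tubulin signal scored within the nucleus-defined area of each cell; some results filed as inactive read as strong as hits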
Autophagy HCS: modulators of autophagy; MEF GFP-LC3 puncta imaging; test concentration mostly 10 µM; hit rate 0.98% among 190,000; calls only at 10 µM (by protocol);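 active = percentage of spot-positive cells more than 3 SD above its plate mean, without a fluorescence outlier flag or 80% toxicity; inconclusive = no clear call, values can overlap the other calls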;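 also: spot-positive cell cutoff set from DMSO-treated cells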
Yfh1-depleted yeast: mitochondrial function rescue without frataxin homolog – Friedreich's ataxia, plus single-dose screen, dose response (AID 1465) | hit rate 0.074% among 220,000 | S. cerevisiae Yfh1-off respiration, WST-1 reduction, 72 h; higher fold induction means a stronger effect | fold induction at 50 µM; hits with a dose series show EC50 in µM;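 active = fold induction of absorbance versus untreated yeast above a set limit, then at least 30% activation at any dose in follow-up; inconclusive = repeats straddling the limit, or above it without dose testing; inactive = fold induction below the set limit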;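 also: activators that raise dye reduction in frataxin-depleted yeast; strong numbers were not always called active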
Dynein cargo inh: dynein cargo transport inhibition; 3617.4 mouse cells, GR-EGFP nuclear translocation imaging; test concentration mostly 20 µM; stimulated with dexamethasone, 1 µM; hits give low values; hit rate 0.47% among 220,000; z-score, hits read low;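 active = plate z-score of nuclear minus cytoplasmic receptor signal below a set negative limit, without overly bright fluorescence or cell loss, cut at about -3.5 in these data, passing the limit was not always enough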;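 also: z-score of nuclear minus cytoplasmic ring GR-EGFP intensity difference per well; some compounds called inactive have numbers as strong as hits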
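Buffer or medium: tet-free, stripped-serum medium; reagent: dexamethasone at 1.0 µM final, 30 min; incubation: 48 h induction, 1 h compound, 30 min dex at 37 °C; measured by: formaldehyde fixation, Hoechst nuclear stain, 10x automated fluorescence imaging; read-out: nuclear-to-cytoplasmic GR-EGFP distribution per well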
T cell modulator: modulates CD8 T cell binding to vesicles. 2C CD8+ T cell-vesicle binding, flow cytometry; hits give low values. calls only at 7 µM. hit rate 0.068% among 330,000;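 active = response, share of CD8 T cells binding vesicles, and their 90th percentile fluorescence all below set limits, cut at about 80% in these data, passing the limit was not always enough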
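Incubation: binding step 1.5 h, 37 °C, antibody labelling 20 min, ice; system: murine 2C transgenic CD8+ T lymphocytes; technique: cytometric PE anti-B7-1 and Alexa647 anti-CD8 signals after 1% paraformaldehyde fixation; also added: QL9-charged Drosophila Ld/ICAM-1/B7-1 vesicles; control set: naked versus QL9-loaded vesicles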
WT yeast gro inh: growth inhibition of WT yeast, mitochondrial fusion screen; mitochondrial fusion phenotypic screen, WT strain; inhibition, % at 10 µM; hit rate 2.1% among 190,000; in the data active = inhibition above about 58%; tested in S. cerevisiae
bCat nuc transl: modulators of beta-catenin nuclear translocation; HeLa beta-catenin nuclear translocation, immunofluorescence imaging; hit rate 0.3% among 190,000; nuclear translocation activity, % at 5 µM; AID 1665;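 active = nuclear translocation activity above 50% at 5 µM, with a well cell count of 50 or more; inconclusive = wells under 50 cells across six images, flagged as toxic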;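 also: per-cell ratio of nuclear to cytoplasmic median beta-catenin stain intensity; plate controls were DMSO negative control for no effect and GSK-3 inhibitor IX positive control for full effect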
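test system = HeLa cells, endogenous beta-catenin | dosing = single 5 µM dose plus 0.02–20 µM confirmation series | times = compound treatment 24 h, 37°C, 5% CO2 | technique = beta-catenin immunofluorescence imaging with DAPI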
WT yeast gro inh mutant strain: second read-out of WT yeast gro inh, no call of its own (marks repeat the call); inhibition, %; mitochondrial fusion phenotypic screen, mutant strain inhibition
Dynein cargo inh cytoplasmic EGFP: also measured in Dynein cargo inh; calls as there; z-score; measured here: cytoplasmic GR-EGFP intensity; hits give high values
Dynein cargo inh nuclear GR-EGFP: recorded beside Dynein cargo inh, whose call it bears; z-score; measured here: nuclear GR-EGFP intensity;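 lower value marks the stronger effect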
Dynein cargo inh cell count: recorded beside Dynein cargo inh, whose call it bears; z-score; measured here: cell count per field
bCat nuc transl cell count 5 µM: recorded beside bCat nuc transl, whose call it bears; cell count; measured here: cell count, cytotoxicity flag
T cell modulator vesicle-bound %: further read-out of T cell modulator, marked with its call; double positive events, %; measured here: CD8+ vesicle-bound cell fraction;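 binding gate set so that unloaded-vesicle control wells show 10% double positive cells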
MT stabilize HCS Hoechst-high %: further read-out of MT stabilize HCS, marked with its call; % Hoechst-high responders; measured here: nuclear condensation Hoechst responders;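 share of cells brighter than vehicle mean plus two SD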
MT stabilize HCS cytotoxicity %: second read-out of MT stabilize HCS, no call of its own (marks repeat the call); toxicity, %; measured here: cytotoxicity by cell density;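 0% = mean cell density of plate MIN control wells and 100% = no cells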
Autophagy HCS cell loss 18 h: also measured in Autophagy HCS; calls as there; toxicity, %; measured here: cell loss, nuclei count;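 cell loss after 18 h compound exposure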
Numbers without * were called inactive; i = inactive; ? = inconclusive; · = not tested or not shown.

molecule,Dynein cargo inh,bCat nuc transl cell count 5 µM,MT stabilize HCS,Dynein cargo inh nuclear GR-EGFP,Dynein cargo inh cell count,bCat nuc transl,T cell modulator,MT stabilize HCS Hoechst-high %,Autophagy HCS,WT yeast gro inh mutant strain,T cell modulator vesicle-bound %,Autophagy HCS cell loss 18 h,Yfh1-depleted yeast,MT stabilize HCS cytotoxicity %,M17LAP inhibition,P. falciparum M1AAP,WT yeast gro inh,Dynein cargo inh cytoplasmic EGFP
N=C1SC(CC(=O)Nc2ccc([N+](=O)[O-])cc2)C(=O)N1c1ccccc1 (stereo unspecified),-0.0952,1239,·,0.0845,-0.0236,1.3,i,·,·,·,42.7,·,i,·,-2.5%,10.7%,·,-0.147
CC(C)(C)C(=O)O/N=C1\CCS(=O)(=O)c2sccc21,-0.603,1524,2.1,-0.217,0.182,-0.6,i,0.9,i,-7.8,18.3,-3.5,i,2.1,-1.5%,-5.8%,-21.1,-0.281
Cc1occc1C(=O)NNC(=O)Nc1ccc(Cl)c(Cl)c1,0.147,1216,2.0,0.214,-0.757,1.4,i,3.2,i,2.2,53.6,-4.3,i,8.8,8.3%,6.6%,4.6,-0.211
N#Cc1ccc(CO/N=C/c2ccccc2)cc1,0.446,1112,6.7,0.0345,-0.89,-0.3,i,8.9,i,8.3,47.4,3.9,i,21.5,-5.9%,-4.7%,2.3,-0.26
CC(Sc1ccsc1[N+](=O)[O-])C(=O)NCCc1ccc(Cl)cc1 (stereo unspecified),0.286,1101,1.0,0.234,0.45,1.0,i,1.1,i,-13.9,39.3,-1.8,i,10.2,-2.4%,3.5%,33.0,-0.0697
CCCCn1nnc(NC(=S)NC(=O)c2cccs2)n1,0.731,1152,6.3,0.291,0.251,-4.0,i,2.0,i,32.1,43.4,25.0,i,7.2,-17.2%,0.9%,48.7,-0.237
Cc1cc(C(=O)N/N=C/C=C/c2ccccc2)c(C)o1,0.344,1232,3.0,0.037,-0.313,-1.3,i,1.9,i,-10.5,45.5,7.8,i,1.1,18.1%,4.8%,4.5,-0.0446
c1ccc2c(c1)C(=Nn1cnnc1)c1ccccc1-2,0.25,·,2.0,0.674,-0.34,·,i,2.2,i,26.6,22.1,3.1,i,1.8,7.8%,5.2%,14.0,0.417
OCn1ncn(-c2ccccc2)c1=S,-0.645,1152,1.3,-0.384,0.582,-6.1,i,1.0,i,-6.4,30.6,-1.1,i,6.5,10.5%,19.5%,-4.6,-0.218
Cc1cc(C(=O)NCc2cccs2)nn1C,0.434,1246,·,0.0808,-0.481,-0.1,i,·,·,·,50.3,·,i,·,-8.7%,3.7%,·,-0.161
O=C(CCn1c(=O)sc2ccccc21)NCc1ccco1,0.232,1195,3.1,0.121,-0.767,-1.7,i,2.3,i,-2.7,21.2,6.0,i,8.4,13.7%,-5.5%,2.2,-0.136
CCOC(=O)C(CCCCOc1cccc(CC)c1)C(=O)OCC,0.293,514,2.8,-0.327,0.0581,1.6,i,2.6,i,-7.2,12.9,6.0,i,3.5,2.2%,-1.7%,9.4,-0.309
CCOC(=O)CNC(=O)c1cc(C)oc1C,-0.325,1015,3.1,-0.297,1.34,-0.1,i,1.9,i,-16.8,48.2,10.6,i,2.5,-4.0%,-3.4%,-17.3,-0.255
COc1cc(/C=C2/C(=O)NN(c3cccc(C)c3)C2=O)cc([N+](=O)[O-])c1O,-0.288,1512,4.6,-0.159,0.337,-0.8,i,1.1,i,0.5,29.9,1.8,i,3.0,42.4%,?,0.8,-0.386
CCOC(=O)c1sc(NC(=O)c2cccnc2)nc1C,-0.318,·,3.5,-0.115,-0.0312,·,i,1.8,i,0.4,20.7,7.3,i,3.9,2.4%,-0.3%,7.9,-0.205
O=C(CC1C(=O)NCCN1C/C=C/c1ccccc1)NCCCC1CCCC1 (stereo unspecified),-0.574,862,0.6,0.0786,0.384,2.5,i,1.3,i,3.9,39.5,0.8,i,3.5,-1.1%,-2.7%,9.8,0.496
O=C(CCn1cnnn1)Nc1ccc(F)cc1,0.0674,1046,3.4,0.532,0.13,-0.9,i,1.5,i,-4.4,26.0,-8.5,i,4.7,9.6%,2.5%,-14.7,-0.219
COc1ccc(NC(=O)Nc2nccs2)cc1,-0.685,·,26.5,-0.137,-0.49,·,i,3.7,i,0.8,43.5,1.8,i,56.5,8.3%,0.2%,-3.5,-0.269
Cc1nc2c(C(F)(F)F)cccc2c2c1CCS2,0.174,1076,4.6,0.336,-0.277,-1.3,i,2.8,i,-7.9,45.7,5.0,i,10.0,-2.6%,-0.1%,0.8,-0.207
O=C(N/N=C/c1cccc(Oc2ccccc2)c1)c1ccncc1,3.19,983,3.3,2.34,-2.2,1.3,i,2.6,i,-19.1,19.4,-4.6,i,9.5,-7.7%,6.1%,-4.3,-0.14
COC(=O)/C(=C(/F)SCC(C)=O)C(F)(F)F,-0.173,1177,1.0,0.241,-0.191,-1.7,i,1.5,i,3.2,31.7,-1.8,i,9.0,-18.7%,-0.6%,-5.8,-0.301
CCOCCCNC(=O)C(c1ccc(C)cc1)N(Cc1cccs1)C(=O)c1ccccc1O (stereo unspecified),0.536,1047,3.4,0.53,-0.619,-0.2,i,0.9,i,7.5,38.5,-10.5,i,3.9,-3.8%,-1.9%,-0.3,-0.249
CCOC(=O)C1C(=O)NC(c2ccccc2)=NC1c1ccccc1 (stereo unspecified),0.467,·,0.5,-0.18,0.059,·,i,1.7,i,36.3,23.4,-2.5,i,11.4,-1.3%,-2.0%,28.8,-0.215
Cc1ccc(N2C(=O)c3cccc4c([N+](=O)[O-])ccc(c34)C2=O)c2cccnc12,1.75,727*,·,0.973,-1.27,51.7*,i,·,·,·,30.2,·,i,·,8.1%,0.0%,·,-0.689
O=C(/C=C/c1ccc(F)cc1)NCc1ccco1,0.231,910,1.9,0.537,-1.19,2.7,i,2.1,i,10.2,29.1,2.5,i,0.7,6.7%,1.9%,-9.0,-0.19
c1ccc(N2CCN(C3CCSC3)CC2)cc1 (stereo unspecified),0.188,1073,4.8,0.401,0.379,-0.4,·,1.7,i,3.9,·,-3.6,i,7.1,-2.7%,11.3%,11.8,-0.268
Cc1cc(N2CCCC2)n2nc(C)nc2n1,1.23,592,2.9,1.91,-1.08,-0.8,i,1.7,i,-3.5,36.8,11.9,·,0.8,6.3%,-1.6%,9.3,-0.219
COc1cc(-n2c(C)nc3cc(C(=O)O)ccc32)cc(OC)c1OC,0.9,1213,4.2,1.01,-0.664,-0.2,i,1.9,i,-7.1,55.9,20.3,i,5.3,-7.0%,-2.0%,8.4,0.578
COc1ccc(-c2onc3ccc(Cl)cc23)cc1,-0.112,1028,1.8,0.18,-0.442,-1.5,i,1.2,i,13.2,37.6,27.7,·,1.6,-15.7%,5.9%,-2.5,-0.199
CCCNC(=S)NC1CC2CCC(C1)N2Cc1ccccc1 (stereo unspecified),-0.362,·,1.8,0.115,0.214,·,i,2.0,i,·,26.5,-28.7,i,5.9,-3.1%,-1.4%,·,-0.202
COc1ccc(CCn2c(C)cc(C(=O)CSc3nnnn3-c3ccccc3)c2C)cc1,0.277,·,3.9,0.0414,1.57,·,i,2.8,i,5.9,42.8,31.4,i,8.8,8.7%,-1.7%,-0.1,0.16
CN(C)CCNC(=O)/C(=C/c1cccc([N+](=O)[O-])c1)NC(=O)c1ccccc1,-0.06,615,2.2,0.92,-2.24,-3.4,i,2.3,i,3.2,27.0,7.0,i,8.1,6.6%,-1.5%,8.6,0.773
Cc1cc(C)c2nc(NC(=O)C3CCCO3)sc2c1 (stereo unspecified),-1.17,·,1.4,-0.511,0.837,·,i,1.6,i,17.5,47.6,-29.4,i,14.9,3.7%,-1.4%,25.6,0.408
Cc1nc(NCCN2CCOCC2)c2oc3ccccc3c2n1,-0.925,1042,3.0,-0.186,0.647,-5.0,i,1.5,i,-10.8,33.5,-2.1,i,8.6,6.4%,-0.9%,-7.2,-0.06
Cc1nnc(SCC(=O)Nc2ccc(S(=O)(=O)N3CCCC3)cc2)n1N,-0.71,1080,4.7,-0.0314,0.478,-0.7,i,1.9,i,4.3,48.8,-12.0,i,10.1,-1.5%,4.4%,5.2,-0.168
CCOC(=O)C1C(=O)NC(c2ccccc2)=NC1c1ccc(F)cc1 (stereo unspecified),-0.739,·,1.6,-0.637,1.17,·,i,1.2,i,8.7,38.9,14.4,i,12.1,10.5%,0.3%,25.4,-0.23
O=C(c1ccco1)N1CCN(C(=O)N2CCCCC2)CC1,0.421,1486,2.8,-0.0617,-0.166,0.4,i,1.0,i,-16.9,58.8,-11.9,i,8.8,-5.3%,-2.8%,-9.8,0.333

Source: PubChem BioAssay
